Screening results (PubChem)
NadD block – inhibitors of Staphylococcus aureus NadD | purified NadD enzyme, colorimetric absorbance read-out | inhibition, % at 20 µM | hit rate 0.78% among 360,000 | AID 602399; in the data active = inhibition above about 26%; also: some compounds past the cut are filed as inactive
Rpn11 inh – inhibitors of human proteasome Rpn11 | hit rate 0.59% among 360,000 | calls only at 20 µM | human 26S proteasome, Ub4-pepOG fluorescence polarization; 20S core pre-blocked with epoxomicin | AID 588493 | O00487;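 active = inhibition at 20 µM, scaled to each plate's controls, above about 33%, limit read from the data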
Target sequence (O00487 whole entry, looked up): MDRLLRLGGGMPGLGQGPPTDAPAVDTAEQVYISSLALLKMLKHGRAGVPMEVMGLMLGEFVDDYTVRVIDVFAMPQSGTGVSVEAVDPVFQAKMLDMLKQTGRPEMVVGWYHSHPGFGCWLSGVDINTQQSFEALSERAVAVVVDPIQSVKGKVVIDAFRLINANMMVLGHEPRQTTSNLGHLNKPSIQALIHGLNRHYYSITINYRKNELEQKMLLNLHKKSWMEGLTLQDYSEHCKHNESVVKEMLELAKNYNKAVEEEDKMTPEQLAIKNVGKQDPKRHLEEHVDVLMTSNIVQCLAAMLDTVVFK
DNMT1 inh – inhibitors of human DNMT1. P26358. inhibition (reported as % activation of signal), % at 10 µM. hit rate 0.83% among 360,000. AID 588458. DNMT1 molecular beacon, Hinp1I cleavage, fluorescence; in the data active = inhibition above about 50%
TbMetRS inhib – Trypanosoma brucei MetRS inhibition. inhibition, % at 11.9 µM. hit rate 0.4% among 360,000. purified T. brucei MetRS, ATP depletion, Kinase-Glo luminescence. AID 624268;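 active = inhibition above a per-plate cutoff of the control wells' mean inhibition plus 3 SD, cut at about 5.5% in these data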;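 also: 0% = DMSO wells median and 100% = median of wells with control inhibitor compound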
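Test system: purified T. brucei MetRS enzyme. Also added: ATP, methionine and E. coli bulk tRNA substrates. Compound: 11.9 µM single point. Schedule: 15 min enzyme-compound preincubation, 2 h reaction, 10 min detection, 25 °C. Signal: luciferase luminescence of residual ATP, Kinase-Glo. Evaluation: percent inhibition versus plate control medians. Controls: DMSO wells, low control.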
Scp1 inh – Scp-1 (human) phosphatase inhibition. inhibition, % at 20 µM. Recombinant Scp1, phosphopeptide, malachite green phosphate absorbance. AID 493091. hit rate 0.88% among 340,000;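 active = inhibition above about 50% at 20 µM, limit read from the data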;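 also: plate controls were DMSO wells with enzyme for no effect and wells lacking enzyme for full effect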
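Test system: SCP-1 phosphatase catalytic domain, residues 76-261; measured by: colorimetric phosphate reagent with accelerator and stabiliser, absorbance at 630 nm; timing: enzyme reaction 45 min at room temperature, colour 5 min, stabilisation 30 min; also added: Phosphorylated 17-residue peptide substrate; compound dosing: one concentration, 20 µM, with 1.0% DMSO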
MsrA inhibitor – inhibitors of bovine MsrA | purified bovine MsrA, absorbance read-out | inhibition, % at 15.5 µM | hit rate 0.75% among 360,000 | AID 651718; in the data active = inhibition above about 4.5%;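 also: 0% = vehicle wells with enzyme and 100% = reference inhibitor wells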
LMPTP block – blocks human LMPTP phosphatase; P24666; inhibition, % at 20 µM; recombinant LMPTP-A, OMFP fluorogenic substrate, fluorescence intensity; AID 651560; hit rate 0.22% among 360,000;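 active = compounds that cut the enzyme signal by at least half of the control window in the single-dose screen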;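 also: plate controls were DMSO wells with enzyme plus substrate for no effect and substrate without enzyme for full effect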
Target sequence (P24666 whole entry, looked up): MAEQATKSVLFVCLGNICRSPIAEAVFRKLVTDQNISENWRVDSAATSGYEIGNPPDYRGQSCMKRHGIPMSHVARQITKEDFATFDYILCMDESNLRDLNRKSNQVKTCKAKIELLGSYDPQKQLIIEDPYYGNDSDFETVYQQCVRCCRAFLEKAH
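Test system – LMPTP-A phosphatase enzyme · Quantity – 0.625 nM LMPTP-A final · Reagent – OMFP substrate, 400 µM final · Dosing – one test concentration per compound, 20 µM, with 3% DMSO overall · Timing – 50 min enzyme reaction at room temperature, protected from light · Detection – fluorescence intensity · Controls – substrate-only low control, DMSO enzyme-plus-substrate high control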
CSN inh – CSN deneddylation inhibition. Purified CSN, SCF-Nedd8-OG deneddylation, fluorescence polarization. inhibition, % at 12.5 µM. Q92905. AID 651999. hit rate 0.38% among 360,000;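 active = pattern-corrected inhibition above about 35%, with an unprinted fluorescence ratio check between 0.5 and 1.5, limit read from the data, passing the limit was not always enough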;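 also: 0% = enzyme with substrate and 100% = substrate without enzyme; some results filed as inactive read as strong as hits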
Target sequence (Q92905 whole entry, looked up, one chain of several): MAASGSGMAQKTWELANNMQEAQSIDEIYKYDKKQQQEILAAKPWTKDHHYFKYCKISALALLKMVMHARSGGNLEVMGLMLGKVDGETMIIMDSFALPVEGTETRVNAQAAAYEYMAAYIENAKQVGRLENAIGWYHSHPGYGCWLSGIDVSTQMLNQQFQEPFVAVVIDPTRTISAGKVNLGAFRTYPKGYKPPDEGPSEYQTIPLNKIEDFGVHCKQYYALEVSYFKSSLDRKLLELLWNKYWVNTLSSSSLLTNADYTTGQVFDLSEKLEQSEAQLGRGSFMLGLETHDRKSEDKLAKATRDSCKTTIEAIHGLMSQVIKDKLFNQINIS
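assay system = purified human Csn5 enzyme expressed in HEK293T cells | amount = 0.24 nM enzyme | buffer or medium = Tris/NaCl/DTT buffer, pH 7.5 | reagent = 10 nM SCFSkp2-Nedd8OG | compound = one concentration, 12.5 µM, 0.25% DMSO | times = 90 min reaction at room temperature | signal = FP | read-out basis = % inhibition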
STEP inh – blocks human striatal-enriched tyrosine phosphatase. P54829. recombinant STEP, OMFP fluorogenic substrate, fluorescence. inhibition, % at 20 µM. hit rate 0.25% among 360,000;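 active = inhibition at 20 µM, scaled per plate between control wells, above about 37%, limit read from the data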;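 also: 0% = DMSO with enzyme and substrate and 100% = substrate only without enzyme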
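Also added – OMFP at 25 µM · Test system – STEP tyrosine phosphatase · Technique – FITC-channel fluorescence of OMFP product · Schedule – 20 min at room temperature, dark · Evaluation – control-normalized % inhibition with plate pattern correction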
SUMO1 PPI mod – alters human SUMO1 binding to SIM partners; P63165; SUMO1 binding to a labelled peptide, TR-FRET, 1 h; inhibition, % at 20 µM; hit rate 0.33% among 360,000; AID 602429; in the data active = inhibition above about 37%
Target sequence (P63165 whole entry, looked up): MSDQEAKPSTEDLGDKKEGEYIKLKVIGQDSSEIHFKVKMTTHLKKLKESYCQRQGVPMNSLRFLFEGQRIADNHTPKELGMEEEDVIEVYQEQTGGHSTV
* = called active by the depositor; i = inactive; x = no result given.

SMILES	NadD block	Rpn11 inh	DNMT1 inh	TbMetRS inhib	Scp1 inh	MsrA inhibitor	LMPTP block	CSN inh	STEP inh	SUMO1 PPI mod
O=C(O)c1cccc(-n2cccc2/C=C\[N+](=O)[O-])c1	-2	i	62*	0.4	43	2.6	0.6	8	8	11
CCCS(=O)(=O)N1CCN(C(=O)c2ccc(-c3ccccc3)cc2)CC1	-3	i	0	-0.8	0	0.8	-0.2	3	0	2
S=C(NCCC1=CCCCC1)Nc1ccc(Cl)cc1	-4	i	-4	-0.5	-2	-1.1	0.1	6	1	-1
O=C(C1CCC(CNS(=O)(=O)c2cccc3cccnc23)CC1)N1CCc2ccccc21 (configuration not stated)	8	i	-12	-0.3	-6	0.7	3.0	0	4	0
CCN(CC)CCn1cnc2c1c(=O)[nH]c(=O)n2Cc1ccccc1	-2	i	5	1.0	-10	0.2	-2.1	-2	-1	-1
O=C(Cc1ccc(Cl)cc1)NCCS(=O)(=O)N1CCN(c2ccccc2)CC1	-4	i	-2	-0.3	5	0.3	-0.4	-1	2	3
CCCc1ccc2oc(C(=O)N3CCN(c4cnccn4)CC3)c(C)c2c1	6	i	3	-0.3	5	-0.8	0.7	-2	0	7
CCN1CCN(C(=S)c2ccc(Cl)c(Cl)c2)CC1	7	i	2	-1.0	-9	1.0	-0.8	-1	91*	1
COc1cccc(NS(=O)(=O)c2ccc3[nH]cc(C(=O)NCCN4CCOCC4)c(=O)c3c2)c1	0	i	0	-0.8	4	0.8	-0.8	-2	-4	4
O=C(O)CCc1nc(-c2ccc(Cl)cc2)no1	-3	i	1	-0.8	-7	-0.6	-1.9	-3	-4	0
O=S(=O)(NCc1cccs1)c1cccc(S(=O)(=O)N2CCCCC2)c1	-9	i	-1	-2.8	-9	3.9	1.1	-4	0	0
COc1ccc(F)cc1C(=O)C1CCCN(C(=O)Cc2c(C)noc2C)C1 (configuration not stated)	-3	i	0	0.1	-7	-0.1	-1.4	-2	-1	3
CC1(C(=O)NS(=O)(=O)c2cccc(F)c2)CCN1C(=O)CC1CCCCC1 (configuration not stated)	-5	i	-2	-0.3	x	0.3	-1.9	-2	4	3
O=C(COc1ccc(S(=O)(=O)N2CCCCC2)cc1)NCC1CCCO1 (configuration not stated)	3	i	0	0.9	-4	0.0	-0.9	0	-2	-2
NC(Cc1ccc(C(F)(F)F)cc1)c1csc(Nc2ccc(C(=O)NCCCO)cn2)n1 (configuration not stated)	-4	i	-13	0.2	x	0.3	-0.8	-5	-2	5
O=C(OCc1ccccc1C(F)(F)F)c1ccc(Br)c(S(=O)(=O)N2CCOCC2)c1	6	i	2	-0.3	-15	1.6	3.5	2	6	3
O=C1CSC(c2cn(-c3ccccc3)nc2-c2cc3ccccc3oc2=O)N1Cc1ccccc1 (configuration not stated)	15	i	-7	-0.3	-18	0.8	3.4	3	6	55*
Nn1c(SCc2cn3cc(Cl)ccc3n2)nnc1-c1ccncc1	-6	i	-3	-0.6	-6	2.1	0.4	-1	-6	-4
COc1ccc(-n2ncc3c(=O)n(Cc4c(F)cccc4Cl)cnc32)cc1	-8	i	5	-1.4	-3	1.5	-0.4	1	-7	4
Cc1ccc(S(=O)(=O)N(C)CC(=O)NCCCn2nc(C)cc2C)cc1	-3	i	-1	-0.4	8	-0.2	0.1	-4	0	2
COc1cc(OC)c2c(-c3cccc(-c4ccc(C(F)(F)F)cc4)c3)cc(=O)oc2c1	0	i	4	-0.1	41	-1.4	2.5	7	2	39
O=C(c1ccc2c(c1)OCO2)N1CCCC1	2	i	1	-0.2	2	-0.2	-1.7	-2	0	3
C[C@H]1CN([C@@H](C)CO)S(=O)(=O)c2ccc(Br)cc2O[C@H]1CN(C)Cc1ccccc1F	-3	i	0	-1.5	x	0.8	-1.2	5	-3	2
CN(CC(=O)Nc1ccc(F)cc1)C(=O)COC(=O)Cc1cccs1	7	i	4	-0.3	8	-0.4	-0.4	-6	-1	0
Cc1ccc(S(=O)(=O)Nc2cc(=O)[nH]c(SCc3ccccc3Cl)n2)cc1	5	i	6	-0.1	-2	-0.8	-2.1	-1	-4	-2
Nc1ncnc2c1ncn2[C@@H]1O[C@H](C(=O)NCCCN2CCCC2=O)[C@@H](O)[C@H]1O	0	i	0	-1.0	x	0.1	0.1	-3	0	4
O=[N+]([O-])c1ccc(CCn2ccnc2)cc1	-1	i	0	-0.9	-4	-0.2	1.8	3	0	-23
COc1cccc(/C=C/C(=C2/C(=O)N(c3ccccc3)N=C2C)c2ccc(Br)cc2)c1OC	-5	i	4	-1.4	0	x	-1.4	-6	2	-2
CCCCCCCCOC(=O)CCc1c(C)[nH]c(=S)[nH]c1=O	2	i	-1	-2.0	-4	-0.2	-0.8	-6	0	-4
O=C(Nc1cccc(F)c1)c1coc(=O)c(Br)c1	3	i	-1	-0.3	9	5.4*	-1.1	11	4	-6
Cc1cccc(-n2nnc(C(=O)N3CCc4ccccc4C3)c2N)c1	-5	i	-12	0.2	-11	-0.3	0.2	0	0	1
O=C(COc1ccc2c3c(c(=O)oc2c1)CCCC3)NCc1ccccn1	5	i	0	-0.3	-5	1.2	-0.6	0	0	0
N#CNC(=Nc1cccc(F)c1)SCc1cccc(F)c1	0	i	3	1.6	30	-1.1	0.1	3	8	3
Oc1ccc(Br)cc1-c1nc2cnccn2c1NC1CCCC1	10	i	-10	-0.3	-2	0.6	1.8	5	-2	-6
Cc1cc(C)n(CC(=O)c2cccc([N+](=O)[O-])c2)n1	-3	i	3	0.2	3	1.2	-0.8	-3	-3	-9
Cc1nc(SCC(=O)Nc2ccc3[nH]c(=O)[nH]c3c2)nc(C)c1C	2	i	0	-0.2	13	0.2	-1.7	4	1	3
CCCc1oc(C(=O)O)cc1CN	3	i	1	-0.1	7	1.0	-1.8	-7	0	3
CC1(c2nnnn2-c2ccc3c(c2)OCCO3)CCC(=O)N1C1CCN(Cc2ccccc2)CC1 (configuration not stated)	1	x	x	0.0	x	-0.1	-0.6	-4	x	-3
COC(=O)c1ccc(OCC(O)CN2CCN(CC(O)COc3ccc(C(=O)OC)cc3)CC2)cc1 (configuration not stated)	-7	i	2	0.3	2	1.5	-0.4	-4	3	-4
O=C(COc1ccc(S(=O)(=O)N2CCCC2)cc1)Nc1ccc(F)cc1	-9	i	0	0.4	-7	-0.1	-1.1	-1	0	-5
CC(O/N=C/c1ccccc1OC(F)F)C(=O)Nc1cccc(S(=O)(=O)N2CCOCC2)c1 (configuration not stated)	-17	i	-12	-0.1	-14	0.8	0.5	0	0	3
Cc1ccccc1NC(=O)CCS(=O)(=O)c1ccc(Br)cc1	-3	i	8	1.6	28	0.6	-0.3	-1	5	10
Cc1cc(C)cc(NS(=O)(=O)c2cc(Br)cnc2N)c1	-5	i	-1	-0.3	-3	-0.2	1.7	-1	-2	6
COc1ccc(N2CCN(C(=O)C(=O)c3cn(CC(=O)N4CCCCCC4)c4ccccc34)CC2)cc1	5	i	-1	0.0	-7	0.0	3.5	-3	4	-2
CN(Cc1cccs1)C(=O)c1cc(S(=O)(=O)N2CCOCC2)ccc1N1CCCC1	-2	i	2	-0.3	-5	0.0	0.6	-3	3	0
CCCN(Cc1nnc(-c2cccs2)o1)C(=O)c1cc(S(=O)(=O)N2CCOCC2)ccc1C	5	i	4	-0.2	-3	-0.6	-0.7	-6	-5	5
Cc1nn(C)c2ncc(C(N)=O)c(Oc3cccnc3)c12	-5	i	4	0.3	0	-1.0	3.4	0	2	1
CC1CCCN(C(=S)SCC(=O)c2cc(Br)cc(Br)c2O)C1 (configuration not stated)	64*	i	-4	-0.4	-9	0.4	2.1	12	10	6
Cc1cccc(C)c1Nc1nnc(SCC(=O)Nc2sccc2C#N)s1	6	i	1	-0.7	9	0.7	11	13	0	16
O=C(O)/C=C/c1ccc(S(=O)(=O)N2CCN(CCN3C(=O)C4C5C=CC(C5)C4C3=O)CC2)cc1 (configuration not stated)	-1	i	2	-0.8	-4	-1.5	-1.5	2	1	-1
Cc1ccc(SCC(=O)Nc2cc(S(=O)(=O)N3CCCCC3)ccc2C)cc1	-7	i	-6	0.1	-21	0.0	0.4	1	-2	2

Filtered by structure, those above containing bromine
SMILES	NadD block	Rpn11 inh	DNMT1 inh	TbMetRS inhib	Scp1 inh	MsrA inhibitor	LMPTP block	CSN inh	STEP inh	SUMO1 PPI mod
O=C(OCc1ccccc1C(F)(F)F)c1ccc(Br)c(S(=O)(=O)N2CCOCC2)c1	6	i	2	-0.3	-15	1.6	3.5	2	6	3
C[C@H]1CN([C@@H](C)CO)S(=O)(=O)c2ccc(Br)cc2O[C@H]1CN(C)Cc1ccccc1F	-3	i	0	-1.5	x	0.8	-1.2	5	-3	2
COc1cccc(/C=C/C(=C2/C(=O)N(c3ccccc3)N=C2C)c2ccc(Br)cc2)c1OC	-5	i	4	-1.4	0	x	-1.4	-6	2	-2
O=C(Nc1cccc(F)c1)c1coc(=O)c(Br)c1	3	i	-1	-0.3	9	5.4*	-1.1	11	4	-6
Oc1ccc(Br)cc1-c1nc2cnccn2c1NC1CCCC1	10	i	-10	-0.3	-2	0.6	1.8	5	-2	-6
Cc1ccccc1NC(=O)CCS(=O)(=O)c1ccc(Br)cc1	-3	i	8	1.6	28	0.6	-0.3	-1	5	10
Cc1cc(C)cc(NS(=O)(=O)c2cc(Br)cnc2N)c1	-5	i	-1	-0.3	-3	-0.2	1.7	-1	-2	6
CC1CCCN(C(=S)SCC(=O)c2cc(Br)cc(Br)c2O)C1 (configuration not stated)	64*	i	-4	-0.4	-9	0.4	2.1	12	10	6

An excerpt from above in order of SMILES length, descending.
SMILES	NadD block	Rpn11 inh	DNMT1 inh	TbMetRS inhib	Scp1 inh	MsrA inhibitor	LMPTP block	CSN inh	STEP inh	SUMO1 PPI mod
CC1CCCN(C(=S)SCC(=O)c2cc(Br)cc(Br)c2O)C1 (configuration not stated)	64*	i	-4	-0.4	-9	0.4	2.1	12	10	6
Cc1ccccc1NC(=O)CCS(=O)(=O)c1ccc(Br)cc1	-3	i	8	1.6	28	0.6	-0.3	-1	5	10
Cc1cc(C)cc(NS(=O)(=O)c2cc(Br)cnc2N)c1	-5	i	-1	-0.3	-3	-0.2	1.7	-1	-2	6
